Compound activity (PubChem)
aSyn rescue = qHTS of alpha-syn Inhibitors; 370,000 tested, 0.14% active; Yeast expressing alpha-synuclein, growth rescue, BacTiter-Glo, 24 h; AID 652106, 2013; Potency, µM (top dose mostly 46.1 µM), for the others: at the top dose growth rescue (activation), most hits filed as activators; also: potency is read from the fitted curve at half-maximal effect; % of control where 0% means no effect; nearly all actives have a fitted effect of over 65% in size
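Rescue of yeast growth: cells expressing toxic alpha-synuclein, induced in galactose at OD600 0.02, incubated with compound 24 h at 30 C. ATP luminescence quantified growth; inhibitors of toxicity appear as activators.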
FUS suppressor = qHTS for Suppressors of FUS Proteinopathy: Primary screen using FUS-linked yeast assay | S. cerevisiae FUS-expressing, growth rescue, OD600, 24 h | Potency, µM (series often up to 76.6 µM), inactives show top-dose growth rescue (activation), actives largely listed as activators | 390,000 tested, 0.24% active;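 also: potency is read from the fitted curve at half-maximal effect; plate controls were DMSO vehicle for no effect and reference control for full effect; nearly all actives have a fitted effect of over 55% in size; some results filed as inactive show a strong effect at the top dose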
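Quantitative HTS measuring growth restoration of FUS-toxic yeast. Galactose-induced cells (OD 0.005) were exposed 24hr at 30C to compounds at several concentrations, then absorbance at 600 nm was recorded.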
GLP-1R inv ag = qHTS of GLP-1 Receptor Inverse Agonists (Inhibition Mode) | Glucagon-like peptide 1 receptor (Homo sapiens), P43220 | HEK293 GLP-1R CRE-luciferase, luminescence, 24 h; GLP-1R form is constitutively active | Potency, µM (doses to about 38.3 µM), for the others: at the top dose activity change, negative = inhibition, actives largely listed as inhibitors | 410,000 tested, 1.6% active | AID 624417, 2012; also: potency is read from the fitted curve at half-maximal effect; % is scaled to controls: 0 for no effect and ±100 for the full control effect; nearly all actives have a fitted effect of over 55% in size
Target sequence (P43220 whole entry, looked up): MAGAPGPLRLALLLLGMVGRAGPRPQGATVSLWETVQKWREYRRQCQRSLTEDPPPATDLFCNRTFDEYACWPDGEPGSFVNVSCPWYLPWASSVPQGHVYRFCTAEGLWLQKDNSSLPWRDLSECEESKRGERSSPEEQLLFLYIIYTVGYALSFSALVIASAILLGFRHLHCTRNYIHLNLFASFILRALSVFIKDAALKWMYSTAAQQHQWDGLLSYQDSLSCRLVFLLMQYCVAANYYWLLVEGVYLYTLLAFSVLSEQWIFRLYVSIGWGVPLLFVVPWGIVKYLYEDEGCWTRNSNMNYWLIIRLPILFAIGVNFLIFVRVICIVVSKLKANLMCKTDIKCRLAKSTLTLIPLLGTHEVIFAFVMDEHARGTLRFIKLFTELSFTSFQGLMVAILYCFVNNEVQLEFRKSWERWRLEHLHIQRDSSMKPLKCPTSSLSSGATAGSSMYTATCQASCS
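Using stably transfected HEK293 (constitutively active GLP-1R, cAMP-luciferase reporter), compounds were incubated 24 hr and luciferase measured by luminescence.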
Akt phos inh = HTS Assay for Inhibitors of Akt Phophorylation: Primary Screen; Neuro2A IGF-stimulated pAkt S473 HTRF, 20 min; hits give low values; activity change, % for hits at 50 µM; 360,000 tested, 0.32% active; AID 651550, 2012; in the data active = activity change below about -80%; inconclusive = mostly about -51% to -80%; also: % is scaled to controls: 0 for no effect and ±100 for the full control effect
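Single-point screen (50 µM final compound) in Neuro2A cells stimulated 20 min with 6 nM IGF at 37 deg C. After lysis, Ser473-phosphorylated Akt read by HTRF (ex 330 nm, em 615/665 nm) as the 665/615 ratio.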
PTHR1 ag = qHTS for PTHR1 Agonists: Primary Screen | Parathyroid hormone/parathyroid hormone-related peptide receptor (Homo sapiens), Q03431 | HEK293 GP2 PTHR1 cells, GloSensor cAMP luminescence, 1 h | Potency, µM (doses to about 115 µM), for the others: at the top dose activation, actives largely listed as activators | 410,000 tested, 0.075% active; also: potency is read from the fitted curve at half-maximal effect; nearly all actives have a fitted effect of over 55% in size; some results filed as inactive show a strong effect at the top dose; inactives centre near -15; many of its hits are not listed in these tables
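HEK-293-derived GP2 cells expressing PTHR1 and a GloSensor cAMP reporter, 3,000/well, plated overnight, given luciferin plus IBMX (each 0.5 mM as added) for 1 h at 37 °C, then compound for 1 h at 37 °C. Luminescence was read after 15 min at room temperature.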
D3 antag = qHTS of D3 Dopamine Receptor Antagonist: qHTS. D3R cells, DiscoveRx beta-arrestin luminescence, antagonist mode; hits give low values. AID 652054, 2013. 360,000 tested, 2.5% active. D(3) dopamine receptor (Homo sapiens), P35462. max response, negative = inhibition, %; in the data active = max response below about -50%; inconclusive = no clear call, values can overlap the other calls; also: % is scaled to controls: 0 for no effect and ±100 for the full control effect; mostly tested at two doses, the higher about 12 µM
Target sequence (P35462 whole entry, looked up): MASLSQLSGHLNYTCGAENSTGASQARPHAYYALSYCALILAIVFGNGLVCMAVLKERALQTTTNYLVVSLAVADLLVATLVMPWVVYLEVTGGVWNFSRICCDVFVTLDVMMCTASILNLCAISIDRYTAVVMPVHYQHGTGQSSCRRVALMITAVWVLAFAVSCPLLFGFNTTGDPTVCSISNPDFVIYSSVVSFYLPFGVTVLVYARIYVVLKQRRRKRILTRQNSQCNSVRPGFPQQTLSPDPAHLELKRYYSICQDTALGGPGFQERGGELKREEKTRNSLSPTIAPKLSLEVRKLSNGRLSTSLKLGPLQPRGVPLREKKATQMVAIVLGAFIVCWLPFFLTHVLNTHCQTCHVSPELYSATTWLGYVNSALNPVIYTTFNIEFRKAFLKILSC
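Cells plated overnight at 1500 cells/well, then exposed to library compounds with dopamine controls for 90 minutes at 37 degrees C. DiscoveRx reagent added for 30–60 minutes at room temperature; luminescence read, quantitative HTS format.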
GLP1R ag = qHTS of GLP-1 Receptor Agonists; 380,000 tested, 0.007% active; Potency, µM (doses to about 45.6 µM), for inactives: at the top dose activation, hits mostly activators; HEK293 GLP-1R CRE-luciferase, luminescence, 4-6 h; cells express a hypersensitive GLP-1R form; Glucagon-like peptide 1 receptor (Homo sapiens), P43220; also: potency is read from the fitted curve at half-maximal effect; % of control where 0% means no effect
Abeta rescue = qHTS for compounds that reverse cellular toxicity of Amyloid beta (A-beta) peptide in yeast: Primary Screen | yeast expressing A-beta42, growth rescue, OD600, 48 h; response scale: 0% DMSO, 100% iron-clioquinol control | Potency, µM (top dose mostly 46.1 µM), without a hit: top-dose growth rescue, usual class: activators | 410,000 tested, 0.063% active | AID 1347071, 2019; also: potency is read from the fitted curve at half-maximal effect; nearly all actives have a fitted effect of over 55% in size
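Yeast A-beta toxicity model in growth medium with pinned compounds, 48 h at 30 C; growth read as absorbance at 600 nm. Normalized to FeCl3/clioquinol equimolar mix (positive) and DMSO (negative).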
TDP-43 yeast inh = qHTS of TDP-43 Inhibitors | AID 652104, 2013 | TDP-43 expressing yeast growth rescue, BacTiter-Glo, 24 h | Potency, µM (series often up to 46.1 µM), for the others: top-dose growth rescue (activation), hits mostly activators | 410,000 tested, 1.8% active; also: potency is read from the fitted curve at half-maximal effect; % of control where 0% means no effect; nearly all actives have a fitted effect of over 50% in size
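Readout is BacTiter-Glo luminescence of cell growth, so inhibitors register as activators. TDP-43-expressing yeast at OD600=0.02 in galactose medium, after raffinose pregrowth to mid-log, were incubated with compound for 24 hr at 30 deg C.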
An asterisk follows results filed as active; i = inactive; u = inconclusive; x = not tested or not shown; [ ] = remark or other dose. Unless noted, calls follow the shape of the dose curve; as a rule, active = well fitted curve in the direction sought with a large enough effect; inconclusive = small, poorly fitted or top-dose-only effect, or another doubt; inactive = no such curve, though single readings can be large; an effect the other way counts as inactive or inconclusive.

Second line of a record: FUS suppressor | D3 antag | GLP1R ag | PTHR1 ag | aSyn rescue | Abeta rescue | Akt phos inh | TDP-43 yeast inh | GLP-1R inv ag
CC(C)(C)NC(=O)CSc1nc(N)c(-c2ccccc2)c(=O)[nH]1
→ 12.8% | 3.7 | 2.0% | i | 0.1% | -8.1% | i | -16.6% | 8.4%
CC(C)(C)NC(=O)Cn1c(SCC(=O)NCc2cccs2)nc2ccccc21
→ 10.7% | 15.0 | -7.0% | i | 1.6% | 5.0% | i | -14.7% | 0.0%
CCOc1ccc(-n2c(SCC(=O)Nc3ccc(Br)cc3)nc3n[nH]c(C)c3c2=N)cc1
→ 10.5% | -26.7 | 13.5% | i | -5.4% | -9.6% | i | -17.4% | u
CC(C)NC(=O)c1sc2ncccc2c1-n1cccc1
→ 12.9% | x | x | -37.2%[inhibitor] | x | -13.3% | x | 0.0% | 0.0%
O=C(CN1C(=O)CC(c2ccccc2)Sc2ccccc21)Nc1cccc(Cl)c1 (stereo unspecified)
→ -18.1% | x | 8.6% | -8.9% | 4.2% | -5.4% | x | 12.4% | 1.8%
CC1CCN(C(=O)C(Cc2ccccc2)NS(=O)(=O)c2ccc3c(c2)oc(=O)n3C)CC1 (stereo unspecified)
→ -14.6% | 0.0 | 3.5% | i | 9.4% | 7.4% | i | 24.9% | 2.9%
N#CCOc1nc(N2CCOCC2)nc(N2CCOCC2)n1
→ 3.7% | -18.9 | 13.8% | i | -0.7% | 3.6% | i | -14.2% | 84.3%[activator]
CC(C)n1nccc1NC(=O)COC(=O)c1ccc(NC(N)=O)cc1
→ 39.8% | -6.3 | 4.3% | 0.8% | -8.7% | -3.7% | i | -32.7%[inhibitor] | -1.2%
COc1ccccc1N1CCN(C(=O)Cn2ncc3c2-c2cc(C)ccc2OC3)CC1
→ u | x | x | -6.6% | x | 12.7% | x | u | -29.4%
Cc1ccc(S(=O)(=O)CCC(=O)NCc2ccco2)cc1
→ 3.0% | -14.7 | 1.0% | i | -1.1% | -1.2% | i | -10.9% | 7.9%
Cc1cc(C)cc(NS(=O)(=O)c2ccc(F)cc2)c1
→ 8.6% | 7.4 | 6.6% | -5.3% | 17.7% | u | i | 19.6% | u
COc1ccc(C(=O)c2cc([N+](=O)[O-])ccc2N2CCOCC2)cc1
→ x | -22.9 | u | 20.2% | 23.3% | u | i | 6.5% | -52.4%
CC(=O)N(CCC1(C(C)C)CCOC(C)(C)C1)C(C)c1cccs1 (stereo unspecified)
→ 14.8% | 4.3 | 9.8% | -7.4% | 6.1% | 3.3% | i | 9.7% | -2.7%
Cc1ccc(-c2noc(CCC(=O)Nc3ccc(C)cn3)n2)cc1
→ 7.5% | -73.0* | 4.8% | -44.3%[inhibitor] | 2.7% | -3.4% | u | 8.1% | 3.9%
Cc1oc2c(c(C)cc3oc(=O)c(CC(=O)N[C@@H](C)C(=O)O)c(C)c32)c1C
→ -9.4% | 4.8 | -0.4% | -24.8% | 2.0% | -3.1% | i | -3.5% | 19.7%
Cc1ccc2nc(NC(=O)CSc3cc(C)[nH]c(=O)n3)sc2c1
→ 14.3% | x | -2.1% | -32.8% | x | -5.7% | x | -9.5% | 1.9%
COc1cccc(CNC(=O)CCc2nnc3n(CC(C)C)c(=O)c4ccccc4n23)c1
→ 0.3% | x | x | -7.8% | x | -16.9% | x | 10.4% | 2.2%
CC(C)n1nnnc1-c1cccc(Cl)c1
→ -2.4% | -50.6* | -3.5% | i | 4.6% | -1.8% | i | -8.2% | 17.5%
CC(C)OCCCNC(=O)Cn1ccc2cc(S(=O)(=O)N3CCCCC3)ccc21
→ -1.3% | -12.2 | 0.1% | -11.5% | -9.6% | -2.6% | i | -7.6% | 12.3%
COCCCNC(=O)CSc1ccc(Cl)cc1
→ 9.5% | 14.7 | -9.2% | -0.5% | -9.0% | -7.4% | i | 25.1% | 1.5%
C=CCn1c(NC(=O)c2ccc(Br)o2)c(S(=O)(=O)c2ccccc2)c2nc3ccccc3nc21
→ 20.6% | -11.3 | -6.1% | -43.2%[inhibitor][57.5 µM] | -3.1% | 2.3% | i | -4.1% | u
CC(C)N1CCC2(CC1)Oc1ccc(Br)cc1C1CC(c3cccnc3)=NN12 (stereo unspecified)
→ 0.2% | -23.1 | -5.3% | -16.0% | -0.7% | -7.9% | i | -1.1% | u
Cc1nc(SCC(N)=O)[nH]c(=O)c1Cc1ccc(OC(C)C)cc1
→ -15.8% | -13.7 | 3.1% | i | -7.1% | -11.6% | i | 0.4% | 3.5%
CC(=Nc1ccccc1)C1=C(O)COC1=O
→ -2.4% | -18.1 | 3.4% | i | 0.7% | 3.5% | i | -15.4% | 5.9%
COc1ccccc1N1CCN(C(c2cccs2)C(C)NC(=O)C(=O)N2CCOCC2)CC1 (stereo unspecified)
→ -1.8% | -13.6 | -2.9% | i | -4.5% | 9.4% | i | -3.8% | 4.4%
Cc1ccccc1OCCCSc1nc2ccccc2[nH]1
→ 6.8% | 2.6 | 11.7% | -22.4% | -36.3%[inhibitor] | -84.3%[inhibitor] | i | 11.6% | u
COc1ccc(Cl)cc1NC(=O)c1cc(S(=O)(=O)NC2CCCCCC2)ccc1F
→ -5.6% | x | x | i | x | -16.9% | x | 10.4% | u
CCOc1ccc(CCNC(=O)COC(=O)c2cccnc2SC)cc1OCC
→ 10.4% | 4.1 | 2.0% | -22.9% | -1.8% | -2.0% | i | 9.5% | 5.0%
C=C(C)C(=O)Nc1ccc(OC(F)(F)C(F)F)c(NC(=O)C(=C)C)c1
→ 1.4% | 10.2 | 33.3% | u | 6.3% | 2.6% | i | 9.6% | 0.1%
COc1ccc(S(=O)(=O)N2CCCCCC2)cc1N(C)S(=O)(=O)c1ccc(C)cc1
→ x | 16.6 | 9.7% | -15.9% | 4.2% | 5.7% | i | 20.3% | u
CCCOc1ccc(S(=O)(=O)N2C(=O)CC(=O)N(Cc3ccc(OCC)cc3)C2=O)cc1
→ 10.8% | 7.9 | 5.0% | -6.8% | 2.1% | 1.9% | i | 1.2% | 30.6%
CC(C)C[C@@H](CN=[N+]=[N-])N1CCN(CC(C)C)CCC1=O
→ -6.1% | -6.9 | -4.3% | 11.2% | -15.8% | -1.2% | i | 0.0% | 3.6%
CCOC(=O)c1ccc(N2CCCCC2)c(NS(=O)(=O)c2ccc(C)cc2)c1
→ 8.0% | 0.0 | u | i | 6.3% | 2.1% | i | 8.5% | u
CCOc1ccc(S(=O)(=O)N2CCN=C2Cc2ccccc2)cc1C
→ 8.0% | 11.8 | 8.1% | -9.8% | 3.2% | 3.9% | i | 14.9% | u
Cc1nc2cc3c(cc2s1)OCO3
→ -9.9% | 5.2 | -4.8% | i | 1.9% | 7.6% | i | 13.0% | 10.7%
CC1(C)CC(=O)C(C2NCCc3ccccc32)=C(O)C1 (stereo unspecified)
→ -12.3% | -8.5 | -3.6% | i | 2.9% | -4.2% | i | 0.0% | 15.7%
O=C(NCC1CCCO1)c1cc([N+](=O)[O-])ccc1N1CCC(Cc2ccccc2)CC1 (stereo unspecified)
→ 31.1% | -16.6 | 9.8% | -18.0% | -5.2% | -23.3% | i | u | u
Cc1oc(-c2cccc(Cl)c2)nc1CS(=O)(=O)CC(=O)NCCN1CCCC1
→ 8.1% | 9.3 | 7.1% | i | -6.8% | -3.3% | i | 16.7% | u
O=C(c1ccccc1)N1CCCCC(Sc2nnnn2-c2ccccc2)C1=O (stereo unspecified)
→ 6.6% | -59.7* | 1.7% | i | u | -46.2%[inhibitor] | i | -32.5%[inhibitor] | -3.3%
COC(=O)c1ccc(NC(=O)Cc2ccccc2)cc1
→ 9.1% | -12.7 | 1.3% | i | 0.6% | 7.8% | i | 11.5% | 5.0%
O=S(=O)(c1ccc(-c2ccon2)s1)N1CCCC1
→ 13.8% | 12.0 | 22.0% | -6.8% | -0.1% | 5.1% | i | 9.6% | 17.0%
Fc1ccc(-c2nc3ccccc3c3nc4ccccc4n23)cc1
→ -5.4% | 7.4 | -4.7% | i | -12.8% | -16.7% | i | 0.2% | 12.3%
COc1ccc(/C=C(\C#N)C(=O)Nc2ccc3[nH]c(=O)[nH]c3c2)cc1
→ -7.1% | -0.5 | -3.5% | i | -6.4% | -14.5% | i | 4.5% | 14.1%
O=C(C[C@@H]1C/C=C/CCCC(=O)O[C@H](c2ccccc2)CNC1=O)NCCO
→ -22.9% | -7.3 | -0.8% | -18.7% | 5.4% | -0.6% | i | 13.1% | 13.9%
Cc1cc2oc(=O)cc(CN3CCC(C)CC3)c2c(C)c1Cl
→ 11.3% | 20.6 | -5.5% | -42.5%[inhibitor][57.5 µM] | 8.3% | 5.2% | i | 21.8% | 0.0%
COC(=O)c1ccc(NC(=O)Cn2nnc(-c3cccs3)n2)cc1
→ -27.3% | 2.1 | -4.8% | -1.5% | -3.9% | -5.6% | i | 10.2% | 6.0%

Whole records from above.
`COC(=O)c1ccc(NC(=O)Cc2ccccc2)cc1` is entered as FUS suppressor: 9.1%; D3 antag: -12.7; GLP1R ag: 1.3%; PTHR1 ag: i; aSyn rescue: 0.6%; Abeta rescue: 7.8%; Akt phos inh: i; TDP-43 yeast inh: 11.5%; GLP-1R inv ag: 5.0%
`COC(=O)c1ccc(NC(=O)Cn2nnc(-c3cccs3)n2)cc1` is entered as FUS suppressor: -27.3%; D3 antag: 2.1; GLP1R ag: -4.8%; PTHR1 ag: -1.5%; aSyn rescue: -3.9%; Abeta rescue: -5.6%; Akt phos inh: i; TDP-43 yeast inh: 10.2%; GLP-1R inv ag: 6.0%

A portion of the library; count on the stated rates, not on these rows.
